# PfHsp90 set2 = reduces growth (ATP signal) of yeast expressing P. falciparum Hsp90; hit rate 0.32% among 310,000; inhibition, % at 9.4 µM; S. cerevisiae expressing PfHsp90, BacTiter-Glo ATP, 48 h; yeast lacking PDR1 and PDR3 efflux regulators;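 active means every replicate shows inhibition above about 80%, whatever the replicate mean, limit read from the data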;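 further: 0% = DMSO neutral controls and 100% = 20 µM radicicol positive controls; yeast relying on Plasmodium falciparum Hsp90 in place of its own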
# phage Ecoli inh = E. coli growth loss with phage present | hit rate 0.26% among 360,000 | AID 651602 | growth absorbance | inhibition, % at 11.9 µM; in the data active means inhibition above about 11%
# Wnt bcat act = activators of Wnt/beta-catenin signaling. Wnt/beta-catenin reporter cell assay, activator, plate reader. activation, % at 9.35 µM. hit rate 1.2% among 300,000; in the data active means activation above about 30%, passing the limit was not always enough;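 further: 0% = neutral control wells and 100% = positive control wells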
# CAL PDZ FP = blocks peptide binding to human CAL PDZ domain; Q9HD26; inhibition, % at 20 µM; hit rate 0.02% among 330,000; purified CAL PDZ, TMR-peptide fluorescence polarization, 1 h;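 active means highest replicate inhibition of at least 40%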;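 further: plate controls were DMSO neutral control wells for no effect and unlabeled competitor peptide control wells for full effect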
#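 Control set: unlabelled peptide and DMSO controls / Material: purified CerCALP PDZ construct / Timing: 1 h incubation at room temperature before polarization reading / Doses: 20 µM, one dose / Detection: fluorescence polarization (mP)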
# Ecoli viability = counter-screen for AddAB inhibitors: E. coli growth inhibition; AID 449728; hit rate 0.27% among 330,000; E. coli V3065 growth, OD600 absorbance, 18 h; inhibition, % at 11.9 µM;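 active means inhibition above the campaign's mean inhibition across all tested compounds plus 3 SD, cut at about 9.9% in these data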;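 further: uninfected addAB+ strain grown without phage in ampicillin broth; 0% = DMSO wells and 100% = ciprofloxacin 0.95 µg/ml wells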
# DAGLB inhibitor = blocks human DAGLB lipase activity | HEK293T DAGLB membrane lysate, EnzChek fluorogenic substrate | inhibition, % at 5.17 µM | hit rate 0.059% among 340,000 | Q8NCG7; in the data active means inhibition above about 34%;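 further: 0% = enzyme with vehicle and 100% = wells lacking enzyme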
# Target sequence (Q8NCG7 whole entry, looked up): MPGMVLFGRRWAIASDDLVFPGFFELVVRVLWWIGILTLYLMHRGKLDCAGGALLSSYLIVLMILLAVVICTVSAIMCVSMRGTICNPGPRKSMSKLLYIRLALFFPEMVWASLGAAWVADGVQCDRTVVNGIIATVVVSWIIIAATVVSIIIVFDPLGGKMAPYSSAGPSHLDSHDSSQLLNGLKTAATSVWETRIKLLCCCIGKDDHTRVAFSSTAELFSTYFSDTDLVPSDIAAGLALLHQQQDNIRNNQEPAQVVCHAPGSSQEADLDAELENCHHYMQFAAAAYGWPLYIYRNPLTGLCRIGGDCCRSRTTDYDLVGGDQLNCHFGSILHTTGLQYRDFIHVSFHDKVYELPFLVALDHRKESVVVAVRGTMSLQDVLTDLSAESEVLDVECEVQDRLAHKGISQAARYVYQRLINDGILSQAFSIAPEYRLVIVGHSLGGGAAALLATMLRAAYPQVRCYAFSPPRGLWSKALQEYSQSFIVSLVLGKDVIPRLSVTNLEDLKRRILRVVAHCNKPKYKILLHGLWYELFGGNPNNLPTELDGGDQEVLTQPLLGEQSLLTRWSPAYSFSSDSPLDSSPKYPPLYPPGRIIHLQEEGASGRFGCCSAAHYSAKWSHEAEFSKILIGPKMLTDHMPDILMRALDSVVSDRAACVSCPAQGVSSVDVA
# PvdQ acylase = P. aeruginosa PvdQ acylase inhibition; purified PvdQ acylase, fluorescence plate reader; inhibition, % at 10 µM; hit rate 0.063% among 340,000; AID 488965; in the data active means inhibition above about 30%, passing the limit was not always enough;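 further: 0% = vehicle neutral wells and 100% = reference inhibitor wells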
# AddAB inh = less growth of phage-infected E. coli with AddAB; E. coli expressing H. pylori AddAB, absorbance growth; inhibition, % at 11.9 µM; hit rate 0.29% among 330,000; AID 435030; in the data active means inhibition above about 12%;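 further: 0% = vehicle wells of infected cells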
# Rtt109 HAT inh = C. albicans Rtt109 histone acetyltransferase inhibition. inhibition, % at 34.9 µM. purified Rtt109/Vps75, ThioGlo CoA-SH fluorescence, 4 h. AID 540336. hit rate 0.16% among 330,000;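 active means inhibition of at least 50% in every replicate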
# Target sequence (Q5AAJ8 whole entry, looked up): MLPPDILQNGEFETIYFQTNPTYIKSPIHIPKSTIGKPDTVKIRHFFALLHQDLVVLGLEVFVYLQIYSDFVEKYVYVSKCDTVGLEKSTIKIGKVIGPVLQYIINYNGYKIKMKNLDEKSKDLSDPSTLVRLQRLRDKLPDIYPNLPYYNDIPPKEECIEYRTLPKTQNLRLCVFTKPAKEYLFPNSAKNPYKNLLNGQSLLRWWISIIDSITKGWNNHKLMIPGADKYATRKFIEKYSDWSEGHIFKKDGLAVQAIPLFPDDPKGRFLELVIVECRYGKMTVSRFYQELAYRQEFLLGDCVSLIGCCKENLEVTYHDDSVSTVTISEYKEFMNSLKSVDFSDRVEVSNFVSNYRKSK
# Tat transport = E. coli Tat transport inhibition. hit rate 0.036% among 340,000. inhibition, % at 10 µM. E. coli MC4100 TorA-mCherry Tat export, fluorescence;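 active means mean replicate inhibition at least 50% and at least half of replicates individually reaching 50%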;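 further: exported cargo escapes ClpAP degradation while cytoplasmic cargo is degraded and loses fluorescence; 0% = median of neutral control wells and 100% = median of NaSCN control wells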
# Starred values were filed as active, the others as inactive; / = not tested or not shown.
SMILES,PfHsp90 set2,phage Ecoli inh,Wnt bcat act,CAL PDZ FP,Ecoli viability,DAGLB inhibitor,PvdQ acylase,AddAB inh,Rtt109 HAT inh,Tat transport
COC(=O)c1ccc(-c2csc(NC(=O)c3ccc(S(=O)(=O)N4CCc5ccccc5C4)cc3)n2)cc1,-16,4.2,-1,-0.5,-0.3,-1,9,0.7,-3,-13
Cc1ccc(-c2nc3cc(NS(=O)(=O)c4ccc(C)cc4)ccc3o2)cc1,-12,2.8,-6,-2.0,-0.6,-8,-18,1.9,1,2
C=C(C)C1CC=C(C)/C(=N/NC(=O)COc2ccc(C)cc2)C1 (configuration not stated),/,1.0,/,-0.2,1.4,-5,-7,-0.5,3,-12
NC(=O)c1ccccc1NC(=O)COC(=O)C1(c2ccccc2)CC1,-2,4.0,3,-3.5,1.1,-1,8,1.1,-3,-5
CCN1C(=O)[C@H]2[C@@H](c3ccc(-c4ccc(Cl)c(Cl)c4)c(OC)c3)N[C@@](C)(C(=O)OC)[C@H]2C1=O,16,0.2,-4,-1.0,2.9,2,-5,2.5,1,8
CC1CCCC(C)N1CC(O)COCC1COc2ccccc2O1 (configuration not stated),-14,-0.5,/,0.4,2.5,-5,5,0.6,-15,15
O=C(NCc1cccnc1)C1CCN(S(=O)(=O)c2cc([N+](=O)[O-])ccc2Cl)CC1,9,3.0,-5,0.0,-2.3,-1,0,-2.0,-6,4
CC(=O)N1CCN(S(=O)(=O)c2cccc(C(=O)N(Cc3ccccc3)c3ccc(C)cc3)c2)CC1,4,1.5,-1,-3.3,3.2,0,6,1.6,34,-9
CCCCCC(=O)NC(=S)NNC(=O)c1ccc([N+](=O)[O-])cc1,8,-3.0,/,-0.8,1.6,3,-10,2.2,-3,-13
FC(F)(F)c1cc(-c2cccs2)nc(-n2cc(Cl)cn2)n1,19,2.2,1,-4.6,-0.4,-5,-1,1.6,2,4
O=C(Nc1ccc(-c2n[nH]c(=S)o2)cc1)c1ccccc1Cl,-17,-0.4,11,-6.1,-2.3,4,-11,-1.5,2,-1
O=C(N/N=C/C1CCCCC1)c1ccccn1,0,1.1,15,-1.8,-0.7,-2,-14,-0.8,5,0
N#Cc1ccc(N2CCN(C(=O)c3cccs3)CC2)c(F)c1,8,3.2,1,0.2,-1.2,-2,-10,0.1,-10,1
CCOC(=O)Cn1nc(/C=C/c2ccc(C(C)C)cc2)ccc1=O,-27,0.5,/,-2.2,-2.0,-7,7,3.2,9,11
CCOC(=O)C1(Cc2ccccc2)CCCN(CCO)C1 (configuration not stated),-2,3.3,0,-4.2,-3.4,-1,-17,4.2,7,2
CCCc1nnc(SCc2ccc(OCC)cc2)n1N,/,2.3,/,-0.6,-1.3,0,-8,2.8,-7,-9
CCOC(=O)C(CC)(CC)C(=O)/C=C/c1ccc(Br)cc1,-12,3.0,/,-0.3,0.7,-6,-14,1.0,1,0
CCOc1cc(C(=O)Nc2ccc(N3CCN(C(C)=O)CC3)cc2)cc(OCC)c1OCC,16,1.9,3,-0.6,-1.4,-3,-16,-0.2,-7,2
Cc1[nH]c(C)c(S(=O)(=O)NCc2ccc(N(C)C)cc2)c1C(=O)N1CCCC1,12,0.2,-1,-4.6,-2.2,3,-6,3.7,-5,-1
CCc1ccc(NC(=O)C(C)OC(=O)CN2C(=O)NC3(CCCC3)C2=O)cc1 (configuration not stated),14,1.9,-1,-0.9,-0.2,2,-2,3.5,2,-3
CCOC(=O)CSc1nnc(NCC(=O)OC)c(=O)[nH]1,/,1.1,/,-0.6,0.2,-2,-17,1.0,-101,-23
NS(=O)(=O)c1ccc(CCNC(=O)c2coc3ccccc3c2=O)cc1,-22,-0.6,-5,-1.2,0.4,-3,2,3.0,-1,6
CC(C)c1ccc(C(O)c2nc3ccccc3n2C)cc1 (configuration not stated),-31,-0.2,-1,1.1,-0.7,-7,-19,0.3,6,-4
Cc1cc(NC(=NC2CC2)c2ccccc2F)n(-c2ccccc2)n1,6,1.9,0,-2.0,1.3,2,-1,2.4,-5,0
CSc1ccc(/C=C(/NC(=O)c2ccccc2)C(=O)NCCCn2ccnc2)cc1,-39,0.5,-9,0.5,-2.0,2,-19,2.9,-10,2

# New compounds follow
SMILES,PfHsp90 set2,phage Ecoli inh,Wnt bcat act,CAL PDZ FP,Ecoli viability,DAGLB inhibitor,PvdQ acylase,AddAB inh,Rtt109 HAT inh,Tat transport
C[C@H](CO)N1C[C@H](C)[C@@H](CN(C)Cc2ccc(C(=O)O)cc2)Oc2c(NS(=O)(=O)c3ccc(F)cc3)cccc2C1=O,-8,0.5,2,0.2,-0.4,0,-12,4.9,-7,-4
Cc1nc(SCC(=O)OCc2ccccc2)c2c(=O)n(C)c(=O)n(C)c2n1,-6,-2.0,-3,-1.5,0.7,-3,-4,0.8,-2,7
CC1CCCN(c2cc(N(C)CCO)c([N+](=O)[O-])c3nonc23)C1 (configuration not stated),-6,0.3,-2,1.2,-2.7,3,6,-2.2,12,4
CN(C)S(=O)(=O)c1cccc(NC(=O)/C=C/c2ccc(S(=O)(=O)N3CCOCC3)cc2)c1,-7,2.9,-1,-6.6,-1.2,-2,-11,-1.4,12,-5
O=c1c(/C=N\NS(=O)(=O)c2ccccc2)coc2ccc(Cl)cc12,-8,1.6,-4,-2.3,-0.2,-4,2,-0.9,2,15
Cc1cccc(Nc2c(O)nc[nH]c2=O)c1,/,0.6,-3,-0.1,/,0,-11,/,-2,1
Cc1cc(Nc2cccc(C)c2C)n2ncnc2n1,16,0.8,-3,0.3,0.0,-3,7,3.5,15,10
Cc1ccc(CN2C(=O)CCC2C(=O)NCCCN2CCCC(C)C2)cc1 (configuration not stated),4,-0.8,/,-1.9,1.7,-2,-1,0.0,-4,-3
CO/N=C/CC(=O)c1cnc(-c2ccccc2)s1,12,2.6,-1,-0.9,0.6,-5,4,-1.9,10,0
O=C(NC1CCc2ccccc21)C1CCN(S(=O)(=O)c2ccc(-n3cnnn3)cc2)CC1 (configuration not stated),15,0.5,-7,-1.3,-0.3,1,-17,2.6,-14,2
CCN(C(=O)COC(=O)C1CCN(S(=O)(=O)c2c(Cl)cccc2Cl)CC1)C1CCCCC1,-23,3.4,-2,-0.6,0.2,-7,-10,-0.4,4,0
O=C(COc1ccc(Cl)cc1Cl)OCC(=O)c1ccc[nH]1,/,0.5,-2,-1.0,-1.8,-5,0,-2.0,5,-9
COc1ccccc1NC(=O)c1cc(Sc2nncn2C)nc2ccccc12,-12,1.8,/,/,-1.6,0,-8,-0.5,7,-3
COc1cc(C)c(S(=O)(=O)N2CCOCC2)cc1C(C)C,12,2.3,/,-0.4,0.1,1,9,0.2,1,0
O=C(CN1C(=O)c2ccccc2S1(=O)=O)Nc1ccccn1,/,1.0,1,-0.9,3.1,2,-6,3.2,-1,-3
CN(C)C1(CNC(=O)Nc2ccccc2)CCCCC1,-61,1.2,-2,-1.5,-1.8,0,-10,6.0,1,-7
CCCOC(=O)c1ccc(NC(=O)C2C3C=CC(O3)C2C(=O)O)cc1 (configuration not stated),7,4.1,4,/,-3.2,-1,-2,2.1,-8,2
O=C(Nc1cccc(Cl)c1)N1N=CCC1c1ccccc1 (configuration not stated),/,1.8,19,/,0.2,/,/,2.3,/,/
O=S(=O)(/C=C/c1ccccc1)Nc1ccc(N2CCOCC2)cc1,5,1.0,/,0.1,0.2,2,-13,3.3,-1,-2
Cc1cc(S(=O)(=O)N(Cc2cccs2)Cc2ccccc2F)ccc1-n1cnnn1,5,3.8,-1,-1.4,-0.7,-8,4,3.0,-2,1
NC(=O)N1CCCC1C(=O)Nc1ccc(Cl)c(Cl)c1 (configuration not stated),14,0.6,/,-2.9,1.5,-3,-4,0.9,-3,-7
COc1ccc(/C=N/NC(=O)c2ccn[nH]2)cc1CN1CCOCC1,-4,2.9,0,-0.6,2.4,-2,-12,2.7,-3,-6
C=CCN(Cc1nc(-c2ccccc2)no1)C(=O)c1ccoc1C,1,3.1,-1,-2.6,0.7,-6,-14,-2.1,-7,-5
CC(Sc1ncn[nH]1)C(=O)Nc1ccc(Cl)cn1 (configuration not stated),11,3.2,1,-0.1,-1.6,0,-23,-2.1,3,-12
CCn1c(SCC(=O)N2CCN(c3ccccc3F)CC2)nnc1-c1ccoc1C,19,4.1,/,-1.9,-1.0,-3,-18,-2.4,0,3

# 4 of these compounds, reformatted.
COc1ccc(/C=N/NC(=O)c2ccn[nH]2)cc1CN1CCOCC1
  PfHsp90 set2: -4; phage Ecoli inh: 2.9; Wnt bcat act: 0; CAL PDZ FP: -0.6; Ecoli viability: 2.4; DAGLB inhibitor: -2; PvdQ acylase: -12; AddAB inh: 2.7; Rtt109 HAT inh: -3; Tat transport: -6

C=CCN(Cc1nc(-c2ccccc2)no1)C(=O)c1ccoc1C
  PfHsp90 set2: 1; phage Ecoli inh: 3.1; Wnt bcat act: -1; CAL PDZ FP: -2.6; Ecoli viability: 0.7; DAGLB inhibitor: -6; PvdQ acylase: -14; AddAB inh: -2.1; Rtt109 HAT inh: -7; Tat transport: -5

CC(Sc1ncn[nH]1)C(=O)Nc1ccc(Cl)cn1 (configuration not stated)
  PfHsp90 set2: 11; phage Ecoli inh: 3.2; Wnt bcat act: 1; CAL PDZ FP: -0.1; Ecoli viability: -1.6; DAGLB inhibitor: 0; PvdQ acylase: -23; AddAB inh: -2.1; Rtt109 HAT inh: 3; Tat transport: -12

CCn1c(SCC(=O)N2CCN(c3ccccc3F)CC2)nnc1-c1ccoc1C
  PfHsp90 set2: 19; phage Ecoli inh: 4.1; Wnt bcat act: /; CAL PDZ FP: -1.9; Ecoli viability: -1.0; DAGLB inhibitor: -3; PvdQ acylase: -18; AddAB inh: -2.4; Rtt109 HAT inh: 0; Tat transport: 3

# (more compounds)
SMILES,PfHsp90 set2,phage Ecoli inh,Wnt bcat act,CAL PDZ FP,Ecoli viability,DAGLB inhibitor,PvdQ acylase,AddAB inh,Rtt109 HAT inh,Tat transport
COc1cccc(CNC(=O)C2=C(C)C(=O)OC23CCC(C)CC3)c1 (configuration not stated),5,0.3,-5,-4.1,-0.3,-1,13,1.1,30,5
S=C(Nc1ccccc1)N1CCn2c1nc1ccccc12,1,-0.4,/,-1.0,-1.6,-1,3,-0.8,-10,4
COc1ccc(-c2cc(C3CC3)nc3sc(C#N)c(N)c23)cc1,-1,2.4,/,-1.1,0.1,-3,-8,0.2,-25,7
Cc1cc(N2CCOCC2)nc2ccc(NC(=O)C3CCC(C)CC3)cc12 (configuration not stated),-16,0.1,-6,-0.9,-1.0,0,-21,1.3,-10,-3
COC(=O)c1cccc(S(=O)(=O)N(Cc2ccco2)Cc2cc3cc(OC)c(OC)cc3[nH]c2=O)c1,21,0.0,/,/,1.8,-3,-8,-0.9,-2,24
CCOC(=O)c1cc(C#N)c(SC)nc1C,7,-0.1,3,-0.5,1.3,-6,-3,-0.6,-2,-8
O=C(OCCCCN1C(=O)c2ccccc2C1=O)c1ccc(S(=O)(=O)N2CCCC2)cc1,4,1.5,-3,-1.1,-0.8,0,-2,2.9,3,4
COC(=O)[C@]1(Cc2ccccc2)N[C@H](CN(C)C(C)=O)[C@@H]2C(=O)N(C)C(=O)[C@@H]21,3,4.4,-2,0.5,-2.3,-2,-8,0.8,2,-8
C=CCn1c(CNc2ccc(C)cc2)nnc1SCC(=O)N/N=C/c1ccc(O)cc1,-9,0.8,/,-0.1,-1.3,-5,-6,1.4,8,1
CC(=O)c1c(N2CCN(c3ccc(F)cc3)CC2)nc(=S)n(Cc2ccccc2)c1C,-6,-0.7,6,-0.3,-0.4,2,16,0.8,2,-5

# Screening data (PubChem)
